Source: PubChem (Sanford-Burnham Center for Chemical Genomics)
ER stress surv: ER stress cell death inhibition | hit rate 0.33% among 48,000 | CSM14.1 thapsigargin ER stress survival, ATP luminescence | relative survival (cellular ATP), % at 15 µg/mL (by protocol) | AID 1010;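 active = survival measured by cellular ATP above 50% at 15 µg/ml in the first screen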;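 note: cell death triggered by about 15 µM thapsigargin; ATP read 24 h after thapsigargin was added; plate controls were thapsigargin with DMSO for no effect and DMSO without thapsigargin for full effect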
Numbers without * were called inactive. These rows are one share of the data; count on the stated rates, not on these rows.

NC(=O)c1c(-c2ccc(Cl)cc2)csc1N
  ER stress surv: 10
COc1cc(OC)c(OC)cc1CN1CCN(C(=O)c2ccc(-c3ccccc3)cc2)CC1
  ER stress surv: 6
Cc1cc(NS(=O)(=O)c2ccc(NC(=O)C(Cl)(Cl)Cl)cc2)nc(C)n1
  ER stress surv: 4
CN(C)CCCN1C(=O)CSC1c1ccc(Cl)c(Cl)c1 (stereo not drawn)
  ER stress surv: -5
Cc1nn(C(=O)CCN2C(=O)c3ccccc3C2=O)c(C)c1Br
  ER stress surv: 9
O=[N+]([O-])c1ccccc1-c1nc(-c2ccco2)c(-c2ccco2)[nH]1
  ER stress surv: 4
O=C1C2C3C=CC(C4CC34)C2C(=O)N1C12CC3CC(CC(C3)C1)C2 (stereo not drawn)
  ER stress surv: 9
Cn1c(/C=C/c2cn(C)c3ccccc23)nc2ccccc2c1=O
  ER stress surv: -2
CCOc1ccc(N(CC(=O)NCC(C)C)S(=O)(=O)c2ccc(SC)cc2)cc1
  ER stress surv: 7
CC(=O)CC1(O)C(=O)Nc2ccc(Br)cc21 (stereo not drawn)
  ER stress surv: 2
COc1cc(Br)c(/C=C2\C(=O)N(c3cccc(C(=O)O)c3)N=C2C)cc1OC
  ER stress surv: 4
COC(=O)CSc1nc2sc3c(c2c(=O)n1-c1ccccc1)CC(C)(C)OC3
  ER stress surv: 8
O=C(CSc1nnnn1-c1ccccc1)Nc1cccc([N+](=O)[O-])c1
  ER stress surv: 3
COc1ccc(/C=C2\C(=O)NC(=O)N(c3ccc(C)c(C)c3)C2=O)cc1Br
  ER stress surv: -2
COC(=O)c1ccc(NC(=O)CCC2CCCCC2)cc1
  ER stress surv: 0
O=C(O)CSc1nnc2c(n1)[nH]c1ccccc12
  ER stress surv: 11
O=S(=O)(NC(c1cccs1)C(Cl)(Cl)Cl)c1ccc(Cl)cc1 (stereo not drawn)
  ER stress surv: 6
CC(=O)Nc1ccc(NC(=O)c2ccc(N3C(=O)c4ccc(C(=O)Nc5ccc(NC(C)=O)cc5)cc4C3=O)cc2)cc1
  ER stress surv: 11
Cc1nc2ccccc2n1S(=O)(=O)c1ccc(Cl)cc1Br
  ER stress surv: 3
CCc1cccc(C)c1NC(=O)CCOc1ccccc1
  ER stress surv: 1
Cc1ccc(N2C(=O)NC(=O)/C(=C\c3ccsc3)C2=O)cc1
  ER stress surv: -2
Cc1cc(C)nc(/N=C(/N)N2CCCc3ccccc32)n1
  ER stress surv: -3
CCN(CC)CCOc1c(Cl)cccc1Cl
  ER stress surv: 7
C=CCNC(=O)C(=O)Nc1cc(OC)ccc1OC
  ER stress surv: 8
CC(C)N1C(=O)/C(=C/C=C/c2ccc([N+](=O)[O-])cc2)SC1=S
  ER stress surv: -4

As a working copy, some entries already given.
NC(=O)c1c(-c2ccc(Cl)cc2)csc1N
  ER stress surv: 10
COc1cc(OC)c(OC)cc1CN1CCN(C(=O)c2ccc(-c3ccccc3)cc2)CC1
  ER stress surv: 6
Cc1cc(NS(=O)(=O)c2ccc(NC(=O)C(Cl)(Cl)Cl)cc2)nc(C)n1
  ER stress surv: 4
CN(C)CCCN1C(=O)CSC1c1ccc(Cl)c(Cl)c1 (stereo not drawn)
  ER stress surv: -5
Cc1nn(C(=O)CCN2C(=O)c3ccccc3C2=O)c(C)c1Br
  ER stress surv: 9
O=[N+]([O-])c1ccccc1-c1nc(-c2ccco2)c(-c2ccco2)[nH]1
  ER stress surv: 4
O=C1C2C3C=CC(C4CC34)C2C(=O)N1C12CC3CC(CC(C3)C1)C2 (stereo not drawn)
  ER stress surv: 9
Cn1c(/C=C/c2cn(C)c3ccccc23)nc2ccccc2c1=O
  ER stress surv: -2
CCOc1ccc(N(CC(=O)NCC(C)C)S(=O)(=O)c2ccc(SC)cc2)cc1
  ER stress surv: 7
CC(=O)CC1(O)C(=O)Nc2ccc(Br)cc21 (stereo not drawn)
  ER stress surv: 2
COc1cc(Br)c(/C=C2\C(=O)N(c3cccc(C(=O)O)c3)N=C2C)cc1OC
  ER stress surv: 4
COC(=O)CSc1nc2sc3c(c2c(=O)n1-c1ccccc1)CC(C)(C)OC3
  ER stress surv: 8
O=C(CSc1nnnn1-c1ccccc1)Nc1cccc([N+](=O)[O-])c1
  ER stress surv: 3
COc1ccc(/C=C2\C(=O)NC(=O)N(c3ccc(C)c(C)c3)C2=O)cc1Br
  ER stress surv: -2
COC(=O)c1ccc(NC(=O)CCC2CCCCC2)cc1
  ER stress surv: 0
O=C(O)CSc1nnc2c(n1)[nH]c1ccccc12
  ER stress surv: 11
O=S(=O)(NC(c1cccs1)C(Cl)(Cl)Cl)c1ccc(Cl)cc1 (stereo not drawn)
  ER stress surv: 6
CC(=O)Nc1ccc(NC(=O)c2ccc(N3C(=O)c4ccc(C(=O)Nc5ccc(NC(C)=O)cc5)cc4C3=O)cc2)cc1
  ER stress surv: 11
Cc1nc2ccccc2n1S(=O)(=O)c1ccc(Cl)cc1Br
  ER stress surv: 3
CCc1cccc(C)c1NC(=O)CCOc1ccccc1
  ER stress surv: 1
Cc1ccc(N2C(=O)NC(=O)/C(=C\c3ccsc3)C2=O)cc1
  ER stress surv: -2
Cc1cc(C)nc(/N=C(/N)N2CCCc3ccccc32)n1
  ER stress surv: -3

Carrying on.
COc1ccc(-n2c(SCC(=O)c3ccccc3)nc3sc4c(c3c2=O)CCC4)cc1
  ER stress surv: 7
CCSc1nc2ccccc2n1CCC(=O)O
  ER stress surv: 8
Cc1cn(C(=O)C(C)N2C(=O)c3ccccc3C2=O)c(C)n1 (stereo not drawn)
  ER stress surv: 6
COC(=O)c1cc(NC(=O)c2c(-c3ccccc3Cl)noc2C)cc(C(=O)OC)c1
  ER stress surv: 3
CCCC(=O)N1CCN(c2ccc(C(C)=O)cc2F)CC1
  ER stress surv: 6
CN(C)c1ccc(/C=C2\SC(=S)N(c3cccc(C(=O)O)c3)C2=O)cc1
  ER stress surv: -5
Cc1cc(OCC(=O)N2CCN(c3ccccn3)CC2)ccc1Br
  ER stress surv: -5
CCOc1ccc(NC(=O)CC2S/C(=N\N=C(/C)c3cccc(NC(C)=O)c3)NC2=O)cc1 (stereo not drawn)
  ER stress surv: 1
COc1ccc(/C=C2/C=C(c3ccc(OC)c(OC)c3)OC2=O)cc1OC
  ER stress surv: 0
O=C1C=CC(=NOC(=O)c2ccccc2Br)C=C1
  ER stress surv: -7
O=C(NCc1cccnc1)C(O)(c1ccccc1)c1ccccc1
  ER stress surv: 4
O=C(NCC1(c2ccccc2)CCOCC1)C1(c2ccccc2)CCOCC1
  ER stress surv: 14
O=C(CSc1ncccn1)N/N=C/c1ccc(F)cc1
  ER stress surv: -6
c1ccc(-c2cc(-c3ccccc3)[nH]n2)cc1
  ER stress surv: 1
CC(=O)NC1=NC(=O)/C(=C\c2ccc(-c3ccccc3C(=O)O)o2)S1
  ER stress surv: 9
CCOc1cc2oc(=O)c(CC)c(C)c2cc1CC
  ER stress surv: 1
C(=C\CSc1cccc2cccnc12)/CSc1cccc2cccnc12
  ER stress surv: -1
CCOC(=O)C1=C(C)N=c2s/c(=C\c3cccc(O)c3)c(=O)n2C1c1cc(Br)c(OC)cc1OC (stereo not drawn)
  ER stress surv: 1
COc1ccc(-n2nc3cc(C)c(NC(=O)c4cc(Cl)ccc4OC)cc3n2)cc1
  ER stress surv: 0
O=C1OC(c2ccccc2)=C/C1=C/c1ccc2c(c1)OCO2
  ER stress surv: 0
O=C1CC(c2ccccc2)CC(O)=C1C=Nc1ccc(F)cc1 (stereo not drawn)
  ER stress surv: 2
O=C(c1cnn2c(C(F)(F)F)cc(-c3ccco3)nc12)N1CCN(C(c2ccccc2)c2ccccc2)CC1
  ER stress surv: 12
Cc1ccc(NCCCC(=O)N/N=C/c2cccs2)cc1
  ER stress surv: 2
CCOC(=O)c1c(-c2ccc(C(C)C)cc2)csc1N
  ER stress surv: 1
CCOc1ccc(/C=C2\SC(=S)N(CCC(=O)Nc3ccccn3)C2=O)cc1
  ER stress surv: -1

2 of these compounds in a different format.
compound	ER stress surv
CCSc1nc2ccccc2n1CCC(=O)O	8
Cc1cn(C(=O)C(C)N2C(=O)c3ccccc3C2=O)c(C)n1 (stereo not drawn)	6

More entries:
CCn1c(/N=C/c2ccc(OC)c3cccc(OC)c23)nc2ccccc21
  ER stress surv: 3
COc1ccc(-n2nc3cc(C)c(NC(=O)c4cc(Cl)c(OC)c(Cl)c4)cc3n2)cc1
  ER stress surv: 1
O=C1c2ccc3c4c(ccc(c24)C(=O)N1/N=C/c1ccco1)CC3
  ER stress surv: -2
CCCCOc1ccc(-c2cc(C(=O)O)c3ccccc3n2)cc1
  ER stress surv: -23
Cc1ccc(C(O)(c2ccccc2)c2nc3ccccc3n2C(C)C)cc1 (stereo not drawn)
  ER stress surv: 1
CC(C)(C)c1nnc(NC(=O)CSc2ncn[nH]2)s1
  ER stress surv: 5
COc1ccc(NC(=O)c2ccc(I)cc2)cc1Cl
  ER stress surv: -1
COc1ccc(S(=O)(=O)Nc2ccc(C)cc2C)cc1Br
  ER stress surv: 7
COc1ccc(OC)c(CN2CCN(C(=O)c3ccc(-c4ccccc4)cc3)CC2)c1
  ER stress surv: 104*
Cc1nnc(N/N=C/c2c(O)ccc3ccccc23)n1N
  ER stress surv: -24
CCOC(=O)C1CCN(C(=O)c2ccc(C#Cc3ccccc3)cc2)CC1
  ER stress surv: 4
COc1cc(C=C2C(=O)NC(=O)NC2=O)ccc1OS(=O)(=O)c1ccc([N+](=O)[O-])cc1
  ER stress surv: -4
Cc1ccc(Nc2nc(Nc3cccc([N+](=O)[O-])c3)nc(SC(=S)N3CCOCC3)n2)cc1
  ER stress surv: -6
COc1cccc(OCCn2c(=O)c3cc4c(=O)n(CCOc5cccc(OC)c5)c(=O)c4cc3c2=O)c1
  ER stress surv: 9
NC(=O)NC(c1ccccc1)c1ccccc1
  ER stress surv: -3
O=C1S/C(=C/c2ccccc2F)C(=O)N1CNc1cccc(C(F)(F)F)c1
  ER stress surv: 2
C/C(=N\NC(=O)c1cc(C2CC2)[nH]n1)c1ccc([N+](=O)[O-])cc1
  ER stress surv: 13
O=c1cnnc(N/N=C/c2ccccc2[N+](=O)[O-])[nH]1
  ER stress surv: 11
O=C(CSCc1ccc(Br)cc1)Nc1ccc(I)cc1
  ER stress surv: 16
O=[N+]([O-])c1c(N2CCCC2)ncnc1N1CCCC1
  ER stress surv: -2
Cc1ccc(-c2nnc(-c3ccc4c(c3)OCO4)o2)cc1C
  ER stress surv: -1
Cc1c(Cl)cccc1-n1ncnc1-c1ccccc1Cl
  ER stress surv: 0
CC1(C)CC(=O)C(C(C2=C(O)CC(C)(C)CC2=O)c2ccc(OCc3ccccc3)cc2)C(=O)C1 (stereo not drawn)
  ER stress surv: -5
